APOBEC3A inh: blocks human APOBEC3A ssDNA deamination | inhibition, % at 20 µM | 330,000 tested, 0.41% active | recombinant A3A, FAM/TAMRA ssDNA deamination fluorescence;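 active = at least 40% inhibition at 20 µM here, with at most 30% in a related deaminase screen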;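 note: plate controls were A3A with DMSO for no effect and wells lacking A3A enzyme for full effect; some results filed as inactive read as strong as hits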
Target sequence (P31941 whole entry, looked up): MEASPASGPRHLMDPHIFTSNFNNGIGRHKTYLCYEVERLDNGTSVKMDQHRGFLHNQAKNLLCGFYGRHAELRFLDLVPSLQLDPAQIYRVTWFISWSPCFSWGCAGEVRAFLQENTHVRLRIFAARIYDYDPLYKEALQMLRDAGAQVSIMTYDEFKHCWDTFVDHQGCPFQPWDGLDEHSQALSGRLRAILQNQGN
HKDC1 inhibitor: inhibitors of human hexokinase HKDC1. Q2TB90. recombinant HKDC1, G6PDH/diaphorase resazurin coupled fluorescence. inhibition, % at 20 µM. 340,000 tested, 0.16% active. AID 493160;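 active = inhibition above about 35% when tested at 20 µM, limit read from the data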;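 note: plate controls were DMSO wells with enzyme for no effect and DMSO wells lacking enzyme for full effect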
Target sequence (Q2TB90 whole entry, looked up): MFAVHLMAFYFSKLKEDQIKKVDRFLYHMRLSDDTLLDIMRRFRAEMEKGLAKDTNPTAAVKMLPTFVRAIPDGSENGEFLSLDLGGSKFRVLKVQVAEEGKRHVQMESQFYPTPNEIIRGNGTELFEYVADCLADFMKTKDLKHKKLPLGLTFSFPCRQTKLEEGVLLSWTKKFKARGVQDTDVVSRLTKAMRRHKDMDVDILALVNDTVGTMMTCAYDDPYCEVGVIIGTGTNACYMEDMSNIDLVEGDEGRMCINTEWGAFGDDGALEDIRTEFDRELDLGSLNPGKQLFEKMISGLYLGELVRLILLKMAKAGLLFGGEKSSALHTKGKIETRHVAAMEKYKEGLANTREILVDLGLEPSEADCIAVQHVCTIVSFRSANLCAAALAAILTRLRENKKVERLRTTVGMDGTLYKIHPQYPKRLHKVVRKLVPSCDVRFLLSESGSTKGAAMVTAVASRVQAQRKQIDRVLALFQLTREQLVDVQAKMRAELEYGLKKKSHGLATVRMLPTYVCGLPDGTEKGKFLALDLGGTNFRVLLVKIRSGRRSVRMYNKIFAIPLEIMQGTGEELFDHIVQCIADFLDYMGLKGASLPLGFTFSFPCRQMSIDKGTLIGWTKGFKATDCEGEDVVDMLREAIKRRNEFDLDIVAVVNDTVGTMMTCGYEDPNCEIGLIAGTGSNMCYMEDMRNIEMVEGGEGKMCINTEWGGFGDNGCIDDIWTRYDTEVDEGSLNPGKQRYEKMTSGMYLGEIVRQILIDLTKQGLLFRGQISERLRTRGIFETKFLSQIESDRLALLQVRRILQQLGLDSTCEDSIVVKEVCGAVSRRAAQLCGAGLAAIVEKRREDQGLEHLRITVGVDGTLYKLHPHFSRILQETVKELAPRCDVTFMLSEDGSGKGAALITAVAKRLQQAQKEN
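Assay system – recombinant HKDC1 (HK5) hexokinase enzyme, produced in-house · Input – HKDC1 at 5 µg/mL · Reagent – glucose plus 1 mM ATP as hexokinase substrates · Timing – 90 min reaction incubation at room temperature, dark · Measured by – G6PDH/diaphorase-coupled fluorescence, 1 mM NADP, 100 µM resazurin, 525/613 nm · Benchmarks – DMSO-enzyme wells negative, buffer-substituted wells positive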
mIAP activ: increases mouse intestinal alkaline phosphatase activity. activation factor at 10 µM. 330,000 tested, 0.24% active. muIAP, CDP-Star luminescence, 30 min; stronger effect = higher value; 1 = vehicle-only enzyme signal, 0 = enzyme-free wells;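 active = activation factor of at least 2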; note: the source names both 10 and 20 µM as test concentration; values of inactives mirror those of a sister screen read the other way
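Assay system: mouse IAP enzyme / Compound: DMSO-dissolved test compounds / Timing: 30 min, room temperature / Measured by: luminescence from enzymatic CDP-Star hydrolysis / Control set: DMSO-only wells, enzyme-free buffer wells as negative control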
ATG4B inh: inhibitors of human ATG4B cysteine protease; ATG4B cleavage of LC3-PLA2, NBD-HPC fluorescence, 1 h; Q9Y4P1; 340,000 tested, 0.51% active; inhibition, % at 8.33 µM; in the data active = inhibition above about 40%
hIAP act: human IAP activation; purified human IAP, CDP-Star luminescence, 30 min; stronger effect = higher value; 1 = vehicle-only enzyme, 0 = enzyme-free background; 330,000 tested, 0.16% active; activation factor at 10 µM; P09923;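 active = activation factor of the enzyme at least 2-fold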; note: the source names both 10 and 20 µM as test concentration; values of inactives mirror those of a sister screen read the other way
PfG6PD inh: PfG6PD (Plasmodium falciparum) enzyme inhibition | PfGluPho enzyme, NADPH resazurin-diaphorase fluorescence | inhibition, % at 20 µM | 350,000 tested, 0.78% active;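 active = inhibition reaching at least a set limit at 20 µM in the primary screen, cut at about 59% in these data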;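 note: 0% = DMSO wells with substrate and 100% = DMSO wells lacking glucose-6-phosphate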
mIAP inh: mouse IAP inhibition. purified mouse IAP, CDP-Star luminescence, 30 min. inhibition, % at 10 µM. 330,000 tested, 0.2% active;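 active = inhibition of at least 40% at 10 µM in the primary screen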;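 note: plate controls were DMSO with enzyme for no effect and no enzyme wells for full effect; values of inactives mirror those of a sister screen read the other way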
hIAP block: blocks human intestinal alkaline phosphatase | 330,000 tested, 0.12% active | P09923 | purified IAP, CDP-Star luminescence, 30 min | AID 2544 | inhibition, % at 10 µM;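 active = inhibition reaching a set limit with compound at 10 µM in the primary screen, cut at about 35% in these data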;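 note: plate controls were DMSO wells with enzyme for no effect and no-enzyme buffer wells for full effect; values of inactives mirror those of a sister screen read the other way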
* marks the source's active call; other numbers are inactive results; · = no result given.

SMILES	APOBEC3A inh	HKDC1 inhibitor	mIAP activ	ATG4B inh	hIAP act	PfG6PD inh	mIAP inh	hIAP block
CCc1cccc(NC(=O)C2CCCC2)c1	-1	1	0.9	-5	1.1	21	10	-8
O=C(Oc1coc(CSc2ncccn2)cc1=O)c1ccccc1[N+](=O)[O-]	4	0	0.99	-6	0.91	17	1	9
COc1ccc(NC(=O)NNC(=O)C(C)Oc2ccc3ccccc3c2)cc1OC (configuration not stated)	-2	-3	1.1	-3	1.4	9	-5	-37
COc1cc(/C=N/NC(=O)C2COc3ccccc3O2)cc(OC)c1OC (configuration not stated)	-1	-10	1.1	-14	0.89	2	-6	11
C/C(=N\O)c1noc(C)c1C(=O)Nc1nccs1	2	-3	0.97	11	1	-5	3	0
COc1cc(-c2nc(CCNC(=O)c3ccco3)cs2)cc(OC)c1OC	-3	-4	0.96	-2	1.2	5	4	-21
Cc1cccc(NC(=O)c2sc(-c3ccccc3)nc2-c2ccc([N+](=O)[O-])cc2)c1	-1	-4	0.83	-8	1	1	17	-2
COc1cc2c(cc1OC)-c1cc3ccc(OC)c(OC)c3c[n+]1CC2	9	3	1	-4	0.9	4	-1	10
Cc1ccc(Nc2nnc(SCC(=O)c3ccc(O)cc3O)s2)cc1	1	3	0.99	-8	1.2	68*	1	-17
COc1ccc2c(c1)c(C(=O)CN1CCOCC1)c(C)n2C	5	7	1.1	-13	0.94	7	-8	6
Cc1ccc(S(=O)(=O)c2nc(S(C)(=O)=O)sc2NCc2ccc3c(c2)OCO3)cc1	-2	-8	0.95	-12	1	10	5	-4
O=C(C1=C(O)C(=O)N(CC2CCCO2)C1c1ccccc1)c1ccco1 (configuration not stated)	-3	-3	0.92	0	0.92	43	8	8
COc1cccc(CNC(=O)c2nnn(CC(=O)Nc3cccc(C)c3)c2N)c1	-3	-3	0.9	-5	1.1	10	10	-7
CC(=O)N1CCN(C(=O)CCc2nnc(CCCCc3ccccc3)o2)CC1	-3	-13	0.93	0	1.1	0	7	-8
CCC(=O)Nc1ccc(Cl)c(NC(=S)NC(C)=O)c1	-1	0	0.93	7	1.1	5	7	-11
CC(=O)Nc1ccc(NC(=O)CN(c2cc(Cl)ccc2Cl)S(C)(=O)=O)cc1	1	-10	1.4	-6	1.1	-10	-44	-7
COC(=O)c1ccc(C)c(NS(=O)(=O)c2ccc(OC)cc2)c1	0	0	0.95	16	1.1	-18	4	-11
c1ccc(-c2nnc(CN3CCC4(CC3)OCCO4)o2)cc1	-6	-7	0.96	-1	0.59	-4	4	41*
Cc1ncoc1C(=O)N1CCCC(C(=O)c2cccc(OC(C)C)c2)C1 (configuration not stated)	5	-10	0.98	-10	0.81	-5	2	20
C(=N\Nc1ncnc2sc3c(c12)CCC3)/c1cccs1	0	·	0.89	·	1	·	11	-4
FC(F)(F)c1nc(NCC2CCCO2)c2nnn(Cc3ccccc3Cl)c2n1 (configuration not stated)	2	-9	1	-2	1	-15	-2	0
CCOc1ccccc1NC(=O)c1ccc(NC(=O)c2ccco2)cc1	-3	-7	0.95	5	0.9	0	5	10
COc1cc(C2NC(=O)NC(C)=C2C(=O)NCc2ccccc2)c(Cl)cc1O (configuration not stated)	0	-7	1	0	0.84	11	-3	16
CCc1nnc(NC(=O)c2cccc(S(=O)(=O)N3CC(c4ccccc4)CC3=O)c2)s1 (configuration not stated)	-6	4	0.9	-4	0.92	-18	10	8
O=C(CCc1ccc(S(=O)(=O)N2CCOCC2)cc1)Oc1ccccc1	2	-7	0.99	-12	0.83	-11	1	17
CCOC(=O)C1(CCOc2ccccc2)CCN(Cc2ccc(COC)o2)CC1	6	-7	0.9	-13	1.3	10	10	-28
COc1ccccc1C(=O)Oc1cc(N)n(S(=O)(=O)c2ccccc2)n1	-3	4	0.95	5	1.2	-6	5	-22
COc1cccc(OC)c1C(=O)N1CCN(Cc2cccnc2)CC1	0	-5	0.99	5	0.91	-9	1	9
COc1ccc(NC(=S)NC(=O)c2ccccc2Cl)cc1	-3	-12	0.92	-3	1	8	8	-1
COc1ccc(O)c(C(=O)c2cnc3c(c2)c(-c2ccc(F)cc2)c(C#N)c(=O)n3C)c1	0	1	1	-13	0.82	-3	-3	18
CCCOc1ccc(C(=O)Nc2ccc(S(=O)(=O)N3CCN(C)CC3)cc2)cc1	-3	17	1.1	0	0.85	-21	-8	15
COc1cccc(C(=O)Nc2ccc(S(=O)(=O)N3CCCCC3)cc2)c1OC	1	7	1.1	-4	0.8	-6	-7	20
CCc1noc(C)c1C(=O)Nc1cc(S(=O)(=O)N2CCOCC2)ccc1N1CCN(CC)CC1	48*	-4	0.97	-10	1	-10	3	-4
Cc1cc(C)c(S(=O)(=O)N2CCOC2CNC(=O)C(=O)NCCN(C)C)c(C)c1 (configuration not stated)	-4	-10	0.98	2	1.2	-3	2	-20
O=c1c(-c2ccccc2)c(O)cc(-c2ccncc2)n1-c1ccc(Cl)cc1	-1	-6	1	4	1.1	-10	-1	-11
CCCNC(=O)c1ccc(N2CCC3(CC2)CC(c2ccccc2)=NO3)c(NC(=O)c2ccco2)c1	-4	2	1.1	2	1.1	2	-6	-5
Cc1ccnc(SCCn2c(Br)nc3c2c(=O)[nH]c(=O)n3C)n1	0	1	0.97	-8	1.3	1	2	-32
CC(C)c1ccc(OCC(=O)Nc2cccc3c2CCCC3)cc1	-2	-14	1.2	16	0.99	-13	-16	1
Cc1cccc(C(=O)NC2CCN(C(=O)NCc3ccccc3)CC2)c1	1	-5	1.1	-11	1.1	43	-6	-9
COC(=O)/C(=C\Nc1ccc(Cl)c2ccccc12)c1ncc(C(F)(F)F)cc1Cl	-3	5	0.92	4	0.99	6	8	1

Retrieved by compound from above:
SMILES	APOBEC3A inh	HKDC1 inhibitor	mIAP activ	ATG4B inh	hIAP act	PfG6PD inh	mIAP inh	hIAP block
Cc1cccc(C(=O)NC2CCN(C(=O)NCc3ccccc3)CC2)c1	1	-5	1.1	-11	1.1	43	-6	-9
CC(=O)Nc1ccc(NC(=O)CN(c2cc(Cl)ccc2Cl)S(C)(=O)=O)cc1	1	-10	1.4	-6	1.1	-10	-44	-7
COc1ccc(NC(=O)NNC(=O)C(C)Oc2ccc3ccccc3c2)cc1OC (configuration not stated)	-2	-3	1.1	-3	1.4	9	-5	-37
CCc1noc(C)c1C(=O)Nc1cc(S(=O)(=O)N2CCOCC2)ccc1N1CCN(CC)CC1	48*	-4	0.97	-10	1	-10	3	-4

Back to the main list; the 2 compounds before the break are reprinted first.
SMILES	APOBEC3A inh	HKDC1 inhibitor	mIAP activ	ATG4B inh	hIAP act	PfG6PD inh	mIAP inh	hIAP block
Cc1cccc(C(=O)NC2CCN(C(=O)NCc3ccccc3)CC2)c1	1	-5	1.1	-11	1.1	43	-6	-9
COC(=O)/C(=C\Nc1ccc(Cl)c2ccccc12)c1ncc(C(F)(F)F)cc1Cl	-3	5	0.92	4	0.99	6	8	1
CC1CCN(Cc2cnc(Cl)s2)CC1	-5	-6	1.1	-10	1.2	-1	-8	-21
Cc1ccccc1C1C(C#N)=C2N=C(N)c3c(sc4c3CCCCC4)N2C2=C1C(=O)CC(C)(C)C2 (configuration not stated)	-1	8	0.84	-5	0.94	18	16	6
CCNCCNC(=O)c1c(O)c2cccc3c2n(c1=O)CCC3	-1	0	0.95	3	1	2	5	-5
CS(=O)(=O)N(CC(=O)N/N=C/c1cc([N+](=O)[O-])ccc1Cl)c1ccccc1	5	-2	1	-10	0.9	54	-1	10
CCOC(=O)c1ccc(N/C=C2/CCCC(C)C2=O)cc1 (configuration not stated)	2	-5	1	-7	1.2	16	-1	-15
CCOc1ccc(N=C2NC(=O)C(CC(=O)Nc3ccc(OC)cc3)S2)cc1 (configuration not stated)	-3	-4	0.97	1	1.1	-5	3	-10
CC1CCCN(S(=O)(=O)c2cccc(C(=O)OCC(=O)N(C)Cc3c(F)cccc3Cl)c2)C1 (configuration not stated)	2	0	0.96	6	1.1	5	4	-12
O=C(NNC(=O)c1cccnc1)NC12CC3CC(CC(C3)C1)C2	4	-8	1	2	1.1	-8	-2	-8
CCCCCCc1ccc(N2C[C@H](Cc3ccccc3)[C@@H](CC(=O)Nc3ccccc3)C2=O)cc1	-1	1	1.5	-2	1	15	-51	-3
COCC(=O)N(Cc1cc2ccc(C)cc2[nH]c1=O)c1cccc(C)c1	-2	0	0.93	0	0.84	10	7	16
CCOc1cccc(-c2nc3c(s2)CCc2onc(-c4cccc([N+](=O)[O-])c4)c2-3)c1	-3	-1	0.98	-1	0.93	-7	2	7
CCc1ccc(NSc2ccccc2[N+](=O)[O-])cc1	0	-4	0.85	18	1.2	14	15	-20
O=C(COc1ccccc1)Nc1nc(-c2cccs2)cs1	-5	-2	1	2	1	18	0	-5
O=C(CNS(=O)(=O)c1cccc(Br)c1)NCC1CCCCC1	-1	4	1.1	-3	1.1	-10	-6	-9
CCOC(=O)c1c(NC(=O)CSc2nnnn2-c2ccc3c(c2)OCCO3)sc(C)c1C	-3	-3	1	1	0.97	-8	-1	3
COc1cccc(/C=C2\C(=O)N(c3cccc(C)c3)C(=O)c3ccccc32)c1	1	22	0.91	14	0.92	7	9	8
O=C(Nc1nccs1)OCc1ccccc1	-5	-2	1.1	-2	1.1	-7	-13	-11
Cc1ccc(CNc2ccc(N3CCOCC3)c(Cl)c2)cc1	10	7	1	1	1.1	22	-1	-6
COc1cccc(CNC(=O)c2ccc(C(=O)NCc3cccc(OC)c3)cc2)c1	-1	1	0.85	0	1.2	11	15	-17
S=c1[nH]nc(COc2ccc(Cl)cc2)n1-c1ccc(Cl)cc1	2	7	0.96	-7	1.4	-5	4	-41
Cc1c(OC(C)C(=O)NCc2ccncc2)ccc2c3c(c(=O)oc12)CCCC3 (configuration not stated)	1	-15	1	6	1.1	-22	0	-5
COC(C(=O)NNC(=O)Cc1ccc(Cl)cc1)c1ccccc1 (configuration not stated)	5	-1	1	-4	0.98	3	0	2
CN(C(=O)c1ccc(NC(=O)C2CC=CCC2C(=O)O)cc1)c1ccccc1 (configuration not stated)	-1	-13	0.95	-5	0.97	-10	5	3
Cc1cccc(OC(=O)C2C(c3ccccc3)C(C(=O)O)C2c2ccccc2)c1 (configuration not stated)	0	0	1	4	0.95	-38	0	5
COc1ccc(CNC(=O)c2cc3c(=O)n4cccc(C)c4nc3n(CC3CCCO3)c2=N)cc1 (configuration not stated)	10	-10	0.9	2	0.68	-19	10	32
CCCCCCCC(=O)OC(CN1CCCCCC1)CN1CCCC1=O (configuration not stated)	-6	-4	1.1	-8	0.96	1	-7	4
CN1C(=O)/C(=C/c2cccc(Cl)c2)Sc2ccc(C(=O)N3CCOCC3)cc21	-2	0	0.95	1	0.94	17	5	6
COc1ccc2c(c1)[nH]c1c(=O)n(CCC3=CCCCC3)cnc12	1	-10	1	2	1.2	0	0	-20
CCNc1nc(NC(C)CC)nc(ON=C(C)C)n1 (configuration not stated)	-1	-3	1	1	1	3	-4	0
Cc1cc(S(=O)(=O)N(Cc2ccc3c(c2)OCO3)CC2CCCO2)ccc1-n1cnnn1 (configuration not stated)	-5	0	0.93	-5	0.89	13	7	11
O=C(COc1ccccc1Cl)N1CCN(C(=O)c2ccco2)CC1	-2	-2	0.84	5	1	-5	16	0
CCC(c1nnnn1C1CCCC1)N(Cc1cccs1)Cc1cc2cc(C)ccc2[nH]c1=O (configuration not stated)	-3	-2	0.98	-23	0.99	20	2	1

Screening results (PubChem BioAssay)

An unsorted share of the library, and some 2.4% of all compounds hit somewhere here.
